Compound activity: PubChem BioAssay, National Center for Advancing Translational Sciences (NCATS)
GLS inh – inhibitors of human glutaminase (GLS). O94925. GLS enzymatic activity, qHTS titration. Potency, µM (titrated, usually from 45.5 µM), without a hit: at the top dose activity change, negative = inhibition, hits mostly inhibitors. 0.21% of 410,000 active. AID 624170; active = well fitted inhibition curve with a large enough effect; inconclusive = small, poorly fitted or top-dose-only effect, or another doubt; inactive = no such curve, though single readings can be large or run the other way; also: potency is read from the fitted curve at half-maximal effect
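Coupled fluorescence readout: glutamate oxidase/HRP/Amplex Red detect glutamate formed by hKGA from L-glutamine (1 mM solution added). Buffer 45 mM KH2PO4 pH 8.2, 0.02% Tween-20; reads at t0 and 30 min RT.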
PI4K2A inh – blocks human PI4K2A kinase activity | 0.13% of 420,000 active | purified PI4K2A, ADP-Glo luminescence, 1 h; stronger effect = lower value | AID 1346378 | Q9BTU6 | activity change, negative = inhibition, % at 76.9 µM; in the data active = activity change below about -50%; inconclusive = mostly about -30% to -49%;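 also: -100% = wells without enzyme as full effect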
Target sequence (Q9BTU6 whole entry, looked up): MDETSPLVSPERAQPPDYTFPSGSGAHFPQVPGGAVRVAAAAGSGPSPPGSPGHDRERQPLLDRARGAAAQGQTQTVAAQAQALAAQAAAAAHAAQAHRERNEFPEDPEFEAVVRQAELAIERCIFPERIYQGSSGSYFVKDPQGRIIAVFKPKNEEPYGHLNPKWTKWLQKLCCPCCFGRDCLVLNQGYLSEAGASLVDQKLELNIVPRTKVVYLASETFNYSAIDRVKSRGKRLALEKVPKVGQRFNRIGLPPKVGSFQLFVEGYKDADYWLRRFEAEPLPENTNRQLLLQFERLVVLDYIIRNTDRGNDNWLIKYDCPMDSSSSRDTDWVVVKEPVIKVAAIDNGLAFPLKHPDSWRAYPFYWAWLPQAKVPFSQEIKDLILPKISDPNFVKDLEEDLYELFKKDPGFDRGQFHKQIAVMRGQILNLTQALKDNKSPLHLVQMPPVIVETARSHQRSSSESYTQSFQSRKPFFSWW
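Compounds are screened against recombinant PI4K2A using PI as substrate and ATP, the latter dispensed at 300 microM. Reactions run one hour at ambient temperature before ADP-Glo detection; full inhibition defined by wells lacking enzyme.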
Active calls of the source: *; i = inactive; ? = inconclusive; [ ] = another dose, or the depositor's remark. Unless noted, % is scaled to controls: 0 for no effect and ±100 for the full control effect.

GLS inh	PI4K2A inh	canonical_smiles
0%	-2	COc1ccc(Cl)c(-c2cc(C(=O)Nc3ccccc3)[nH]n2)c1
6%	-1	O=C(O)c1cccc(-c2csc(C(O)c3ccc(F)c(F)c3)n2)c1 (stereo unspecified)
1%	1	CC1(C(=O)Nc2cccc(C(F)(F)F)c2)Cc2c(-c3ccccc3)ccnc2O1 (stereo unspecified)
-2%	0	O=S1(=O)CC(N2CCN(CCO)CC2)CN1Cc1ccccc1 (stereo unspecified)
2%	1	CC(C)C(=O)N1CCC1(C)C(=O)NS(=O)(=O)c1cccs1 (stereo unspecified)
19%	0	COCCNC(=O)C1(C)CCCN(Cc2ccccc2N(C)C)C1 (stereo unspecified)
2%	-6	c1ccc(CNc2nc(NCCOc3ccccc3)c3sccc3n2)cc1
-5%	-8	Fc1ccc(-c2nc3ccc(Br)cn3c2Cc2cccc(F)c2)cc1
1%	5	CCc1nc2nc(C)cc(C)n2c1Nc1ccc(OC)cc1
11%	4	O=C(/C=C/[C@H]1O[C@@H](n2cnc3c(NC(=O)c4ccccc4)ncnc32)[C@H](O)[C@@H]1O)NCCc1ccc(F)cc1
1%	-1	COc1cccc(-c2cc3nc(NCc4ccc5occc5c4)n(C)c(=O)c3s2)c1
-23%	3	O=C(Nc1cccc(Oc2ccccc2)c1)C1Cc2c(-c3ccccc3)ccnc2O1 (stereo unspecified)
-10%	2	COc1ccc(OC)c(NC(=O)C2(C)CCN2C(=O)CC2CC2)c1 (stereo unspecified)
2%	-3	COc1ccc(-c2ccc(C(=O)NCc3ccc(C(F)(F)F)cc3)c3occc23)c(C)c1
2%	-5	CC(=O)Nc1cc(-c2cccc(C)c2)cn2c(-c3ccc(S(C)(=O)=O)cc3)cnc12
-3%	4	CC(=O)C1=CCC(c2ccc(Cl)cc2)N(S(=O)(=O)c2ccccc2)C1 (stereo unspecified)
-2%	-2	CCO/C(C)=N/Oc1cncnc1
-3%	1	O=C(C1=NOC2(C1)C(=O)Nc1ccccc12)N1CCCCC1 (stereo unspecified)
0%	-4	CC1(C(=O)NCc2ccc(C(F)(F)F)cc2)CCN1Cc1ccc(-c2ccccc2)o1 (stereo unspecified)
2%	-1	CC[C@@H](C)[C@@H](CO)NC(=O)[C@H]1O[C@@H](n2cnc3c(N)ncnc32)[C@H](O)[C@@H]1O
5%	1	O=C(Nc1ccccc1)c1cc(C2CCCN(C(=O)OCc3ccccc3)C2)on1 (stereo unspecified)
-6%	0	Cn1ccc2c(-c3ccc4c(c3)OCCO4)cc3c(c21)C1CCC3O1 (stereo unspecified)
7%	1	Cc1ccc(CN2C(=O)C(C)Oc3ccc(C)cc32)cc1 (stereo unspecified)
-22%	-1	OCCc1ccc(NCCc2ccco2)cc1
9%	5	O=C1NC[C@H](CCCCN2C[C@H](Cc3ccc(O)cc3)N(CC3CCCCC3)C(=O)C2=O)N(CCc2ccc(O)cc2)C1=O
0%	3	CCCOc1ccc(F)cc1-c1cc(C(=O)NCc2cc(C(F)(F)F)cc(C(F)(F)F)c2)[nH]n1
5%	3	NC(c1csc(NC(=O)Nc2ccccc2Cl)n1)C1CCCCC1 (stereo unspecified)
-11%	3	O=C(NC(c1ccc(Cl)cc1)c1cnccn1)C1CCN(Cc2cccc(C(F)(F)F)c2)CC1 (stereo unspecified)
-12%	-4	COc1ccc(Cc2c(-c3cccc(Br)c3)nc3c(C)cc(Br)cn23)c(C)c1
4%	-1	CC(C)C[C@H]1CN(CCCC[C@H]2CNC(=O)C(=O)N2CCc2ccc(O)cc2)C(=O)C(=O)N1CCC1CCCCC1
-2%	0	CCCCNc1nccnc1-c1cccc(C=O)c1
17%	-1	CCCCNC(=O)C1(C)CCC(=O)N1CCc1c[nH]c2ccccc12 (stereo unspecified)
1%	1	C=CCC[C@H](CCCCC)OC(=O)/C=C/[C@H](O)[C@@H](O)C[C@@H](O)CC=C
4%	1	COc1ccc(C(=O)N2CCCCC2c2cc(C(=O)NCc3cccnc3)no2)cc1 (stereo unspecified)
-23%	0	CC1(C(=O)Nc2ccc3c(c2)OCO3)CCN1C(=O)Cc1cc(F)ccc1F (stereo unspecified)
4%	0	O=C(NCc1ccncc1)C1Cc2c(-c3ccc(Cl)cc3)ccnc2O1 (stereo unspecified)
2%	3	COC(=O)[C@]12CCCCC=C1N(CCC1=CCCCC1)C(=O)[C@H](CC(=O)NCc1cccs1)C2
3%	1	COc1cc(NC(=O)Nc2nc(C(N)Cc3ccc(C(F)(F)F)cc3)cs2)cc(OC)c1OC (stereo unspecified)
-2%	5	CC(=O)N1CCCC(C)(C(=O)Nc2ccc3oc(C)nc3c2)C1 (stereo unspecified)
22%	-2	CCc1nc2ccc(C(=O)N(C)CCCN(C)C)cn2c1N(CC)CCOC

A draw from above in order of molecular weight, ascending:
GLS inh	PI4K2A inh	canonical_smiles
-2%	0	CCCCNc1nccnc1-c1cccc(C=O)c1
7%	1	Cc1ccc(CN2C(=O)C(C)Oc3ccc(C)cc32)cc1 (stereo unspecified)
4%	0	O=C(NCc1ccncc1)C1Cc2c(-c3ccc(Cl)cc3)ccnc2O1 (stereo unspecified)
4%	1	COc1ccc(C(=O)N2CCCCC2c2cc(C(=O)NCc3cccnc3)no2)cc1 (stereo unspecified)
0%	3	CCCOc1ccc(F)cc1-c1cc(C(=O)NCc2cc(C(F)(F)F)cc(C(F)(F)F)c2)[nH]n1
-12%	-4	COc1ccc(Cc2c(-c3cccc(Br)c3)nc3c(C)cc(Br)cn23)c(C)c1
4%	-1	CC(C)C[C@H]1CN(CCCC[C@H]2CNC(=O)C(=O)N2CCc2ccc(O)cc2)C(=O)C(=O)N1CCC1CCCCC1

Following part
GLS inh	PI4K2A inh	canonical_smiles
-7%	1	CCOC(=O)C1(C)CCCCN1C(=O)c1cccs1 (stereo unspecified)
-23%	0	COc1ccccc1Cc1c(-c2ccc(C#N)cc2)nc2c3ccccc3ccn12
24%	-5	O=C(Nc1ccc2c(c1)CCO2)Nc1nnc([C@H]2C[C@H](O)[C@@H](CO)O2)s1
10%	0	COc1cc(CNc2ncnc3c2ncn3[C@H]2CN(Cc3cccs3)C[C@@H](CO)O2)cc(OC)c1OC
15%	-5	O=C(NCc1ccccn1)[C@@H]1CCCN1C(=O)[C@@H]1CCCN1C(=O)c1ccc(Cl)cc1
1%	-2	Cc1ccccc1-c1cnc(C(O)c2ccc(Cl)cc2C)[nH]1 (stereo unspecified)
2%	0	c1ccc(-c2cc3nc(NCc4cccs4)ccn3n2)cc1
-1%	-9	CC(C)CNC(=O)C1(C)CCCCCN1C(=O)c1cccnc1 (stereo unspecified)
-2%	2	O=c1cc(CN2CCOCC2)c2ccccc2o1
0%	1	CCOC(=O)C1(C)CCN1C(=O)c1ccc(C)cc1 (stereo unspecified)
-14%	-2	Cc1c2oc3c(C)ccc(C(=O)N[C@@H]4C(=O)N[C@H](C(C)C)C(=O)N5CCC[C@H]5C(=O)N(C)CC(=O)N(C)[C@@H](C(C)C)C(=O)O[C@@H]4C)c3nc-2c(C(=O)N[C@@H]2C(=O)N[C@H](C(C)C)C(=O)N3CCC[C@H]3C(=O)N(C)CC(=O)N(C)[C@@H](C(C)C)C(=O)O[C@@H]2C)c(N)c1=O
2%	-1	CC(C)NC(=O)N1Cc2cc(C(=O)NC3CCCC3)nc(-c3cccc(-c4cccnc4)c3)c2[C@H]1CCO
-6%	4	CS(=O)(=O)Nc1cccc(NC(=O)c2ccc(-c3ccc(F)c(F)c3)c3ccoc23)c1
-11%[20 µM]	5	COc1cc(NS(=O)(=O)c2ccc(N)cc2)ncn1
-1%	1	COC(=O)[C@]12CCCCC=C1N(Cc1ccccc1)C(=O)[C@H](CC(=O)NCc1cccs1)C2
-4%	-4	Cc1ccc2nc(-c3ccco3)c(Cc3ccccc3)n2c1
-11%	1	COc1cc(-c2coc3c(C(=O)NCc4ccc(OC)c(OC)c4)cccc23)ccc1O
6%	1	O=C1NC[C@@H](CCCCN2CCN(CCC3CCCCC3)C(=O)C2=O)N(Cc2ccccc2)C1=O
?	-16	Cc1cc(=O)oc2c(N)nccc12
8%	4	Cc1cc(C(=O)N2CCC2(C)C(=O)NS(=O)(=O)c2ccccc2Cl)nn1C (stereo unspecified)
10%	0	CCc1nc2ccc(C(=O)NCCCn3ccnc3)cn2c1N(CC)Cc1cccc(Br)c1
4%	-3	COCc1cccc(-c2csc(C(O)c3ccc(OC)cc3)n2)c1 (stereo unspecified)
0%	-1	CCCCC1Cc2[nH]c(=S)[nH]c(=O)c2C(c2ccc(C(C)C)cc2)O1 (stereo unspecified)
9%	3	COCCNC(=O)C1(C)CCCN(Cc2ccc(-c3ccccn3)cc2)C1 (stereo unspecified)
7%	-1	CCc1nc2c(OCc3ccc(F)c(F)c3)cccn2c1N(C)C(=O)C(C)C
2%	-3	O=C(NCC1CC1)c1cccs1
-2%	0	Cc1cc(Br)cn2c(Cc3ccccc3)c(-c3ccc(F)cc3)nc12
-6%	2	O=C1NC[C@@H](CCCCN2CCN(CCc3ccc(O)cc3)C(=O)C2=O)N(CCc2ccc(O)cc2)C1=O
-1%	i	CC(NN)c1ccccc1 (stereo unspecified)
-3%	-2	CCOC(=O)[C@]12CCC=C1N(Cc1cccc3ccccc13)C(=O)[C@H](CC(=O)NCCc1ccccc1OC)C2
3%	-5	COc1ccc(CNC(=O)c2sc(=O)n(Cc3ccccc3C)c2C)cc1
4%	2	O=c1cc(-c2ccccc2)oc2c1CCCC2
2%	1	CN1CCN(c2ncnc3c2ncn3[C@H]2CN(Cc3cccs3)C[C@@H](CO)O2)CC1
31%	-3	COCCNC(=O)C1(C)CCCN(C(=O)c2ccc(N(C)C)cc2)C1 (stereo unspecified)
1%	-5	COCOc1cccc(CN2CCC(C)(Oc3cccc(OC)c3)C2)c1 (stereo unspecified)
6%	5	COc1ccc(NC(=O)C2(C)Cc3c(-c4cccc(C(N)=O)c4)ccnc3O2)cc1 (stereo unspecified)
4%	-2	Cc1cccc(C)c1-n1nnnc1C(c1ccnc2ccccc12)N1CCN(CCN(C)C)CC1 (stereo unspecified)
2%	-5	O=c1[nH]cc(C=NNc2ccccc2)c(=O)[nH]1
6%	-1	Cc1cccc(CNC(=O)c2sc(=O)n(Cc3ccccc3C)c2C)c1
-8%	3	Clc1cccc(-c2cccc3nccn23)c1

The final 3 entries of the part before are carried over, then new ones follow.
GLS inh	PI4K2A inh	canonical_smiles
2%	-5	O=c1[nH]cc(C=NNc2ccccc2)c(=O)[nH]1
6%	-1	Cc1cccc(CNC(=O)c2sc(=O)n(Cc3ccccc3C)c2C)c1
-8%	3	Clc1cccc(-c2cccc3nccn23)c1
6%	-4	COc1ccc(C(C)=O)cc1Cn1c(C)c(C(=O)NCc2ccc(C(C)C)cc2)sc1=O
6%	-3	CNS(=O)(=O)c1ccc(CNC[C@H]2O[C@@H](n3cnc4c(=O)[nH]c(N)nc43)[C@H](O)[C@@H]2O)cc1
-6%	6	O=C(NC1CCCCC1)c1cccc2c(-c3ccc(F)c(F)c3)coc12
1%	6	CCOC1=C2[C@@H](CN(S(=O)(=O)c3ccccc3C)[C@H]2c2ccc(Cl)cc2)[C@H]2C(=O)N(c3ccccc3)C(=O)[C@H]2C1
1%	0	CCCCn1nnnc1C(c1ccccc1)N1CCN(c2ccc(C(F)(F)F)cn2)CC1 (stereo unspecified)
-9%	4	COc1cccc(CNC(=O)[C@@H]2CCCN2C(=O)[C@@H]2CCCN2S(=O)(=O)c2ccc(OC)c(C)c2)c1
-4%	4	Cc1ccc(-c2c(C#N)c(N)n(-c3ccc(Cl)cc3)c(=O)c2C#N)cc1
-6%	-3	OC(c1ccc(-c2ccccc2)cc1)c1ncc(-c2ccc(C(F)(F)F)cc2)[nH]1 (stereo unspecified)
-4%	4	CCN(CC)C(=O)c1csc([C@H]2C[C@H](O)[C@@H](CO)O2)n1
-5%	3	CCC(CC)C(=O)N(C)c1c(C)nc2c(OCc3ccc(C#N)cc3)cccn12
3%	0	O=C(Nc1ccc2c(c1)OCCO2)C(C1CC1)N1CCC(Cc2ccccc2)CC1 (stereo unspecified)
1%	-4	O=C(Nc1ccccc1F)c1ccc2sc([C@H]3C[C@H](O)[C@@H](CO)O3)nc2c1
-7%	0	Cc1ccc(-c2nc3cc(C)c(Br)c(C)n3c2Cc2cccc(F)c2)cc1
-7%	-4	CC1(C(=O)NS(=O)(=O)c2cccc(F)c2)CCN1C(=O)Cc1cc(F)ccc1F (stereo unspecified)
-1%	0	COc1ccc(-c2csc(C(C)(O)c3cccc(F)c3)n2)cn1 (stereo unspecified)
1%	7	CCCCNC(=O)C1(C)CCN1C(=O)c1csnn1 (stereo unspecified)
12%	3	COC(=O)[C@@H]1CC2=CC(=O)CC[C@]2(C)[C@@]23O[C@@H]2C[C@@]2(C)[C@@H](CC[C@@]24CCC(=O)O4)[C@H]13
1%	-10	COc1cc(OC)nc(C(NC(=O)C2CCN(Cc3ccc(Oc4ccccc4)cc3)CC2)c2ccc(F)cc2)n1 (stereo unspecified)
6%	-2	CCN(C)C1CN(Cc2cn(Cc3cccc(C(F)(F)F)c3)nn2)S(=O)(=O)C1 (stereo unspecified)
10%	-8	COc1ccc(OC)c(NC(=O)Nc2nnc([C@H]3C[C@H](O)[C@@H](CO)O3)s2)c1
1%	-16	CS(=O)(=O)N1CCCCC1c1cc(C(=O)Nc2ccccc2)no1 (stereo unspecified)
-8%	-1	C[C@H](CN1CCCC1)C(=O)c1ccc(C(F)(F)F)cc1

Not all compounds are listed (hit frequency here may not be typical).
